V1R ag counter: V1a receptor agonism, counter-screen for OXTR agonists. activation, % at 3 µM. CHO-V1R cells, Fluo-8 calcium fluorescence, agonist mode; 0% DMSO, 100% 3 nM vasopressin. P37288. actives 0.25% (n = 320,000);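 active = activation above the mean activation of all tested compounds plus 3 SD, per screening run, cut at about 20% in these data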;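 note: signal is peak over basal fluorescence ratio across a 100 second FLIPR read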
MEKK2 mut-MEK5: signal of MEK5 binding to mutant human MEKK2 PB1 domain; bead flow cytometry, Alexa488-MEK5 binding to MEKK2 mutant; AID 1530; actives 0.35% (n = 290,000); percent response, % at 10 µM; in the data active = percent response above about 24%, passing the limit was not always enough; note: inactives centre near 1; some results filed as inactive read as strong as hits; reference of the scale not given here
PHOSPHO1 block: PHOSPHO1 (human) inhibition; Q8TCT1; recombinant PHOSPHO1, absorbance phosphatase assay; inhibition, % at 13.3 µM; actives 1.1% (n = 290,000); AID 1565; in the data active = inhibition above about 60%
Target sequence (Q8TCT1 whole entry, looked up): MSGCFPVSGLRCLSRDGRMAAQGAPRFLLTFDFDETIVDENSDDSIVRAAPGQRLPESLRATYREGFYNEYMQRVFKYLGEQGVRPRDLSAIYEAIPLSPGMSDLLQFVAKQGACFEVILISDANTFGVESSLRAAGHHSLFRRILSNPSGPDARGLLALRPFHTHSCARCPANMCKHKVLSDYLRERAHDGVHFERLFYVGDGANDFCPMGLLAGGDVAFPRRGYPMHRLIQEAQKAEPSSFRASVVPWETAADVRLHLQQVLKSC
NALP1 yeast inh: NALP1 inhibition. AID 2071. inhibition, % at 10 µM. S. cerevisiae NALP1/ASC/caspase-1 growth, X-gal OD620, 72 h. actives 0.61% (n = 280,000); in the data active = inhibition mostly above about 24%, no sharp cut-off; inactive = mostly below about 32%; note: some compounds called inactive have numbers as strong as hits
GPR7 antag: human neuropeptides B/W receptor 1 antagonism | P48145 | GPR7-expressing cells, fluorescence antagonist assay | inhibition, % at 4.4 µM | actives 1.1% (n = 290,000); in the data active = inhibition above about 16%, passing the limit was not always enough;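 note: cells stimulated with the agonist NPW; 0% = agonist with vehicle and 100% = vehicle without agonist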
MEKK2 WT-MEK5: raises or lowers MEK5 binding to wildtype human MEKK2 PB1 domain | actives 1.1% (n = 290,000) | bead flow cytometry, Alexa488-MEK5 binding to MEKK2 WT; actives lie on both sides | binding response (% of control), % at 10 µM | Q9Y2U5; in the data active = binding response below about 67% or above about 130%
GalR3 antag: human GalR3 antagonism. actives 0.44% (n = 360,000). HEK293 GalR3-CNG cAMP membrane potential fluorescence; galR3 body fused to GalR1 C-terminus. inhibition, % at 3 µM;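 active = inhibition above the screen-wide average plus 3 SD, cut at about 13% in these data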;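 note: forskolin and galanin both at EC90 stimulate the cells; cAMP rise reported by CNG channel membrane potential dye signal; 0% = forskolin plus galanin with DMSO and 100% = forskolin alone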
MEKK3 PB1 HTS: MEKK3-MEK5 PB1 interaction, increase or decrease; bead-based flow cytometry, Alexa488-MEK5 binding to MEKK3; actives lie on both sides; 0 = blocked by unlabeled MEK5, 100 = vehicle; binding response (% of control), % at 10 µM; actives 1.4% (n = 290,000);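 active = binding response more than 3 SD above or below the average of its plate-row segment, actives on both sides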;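 note: Alexa488 bead fluorescence after subtracting the streptavidin-only scavenger bead signal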
Target sequence (Q99759 whole entry, looked up): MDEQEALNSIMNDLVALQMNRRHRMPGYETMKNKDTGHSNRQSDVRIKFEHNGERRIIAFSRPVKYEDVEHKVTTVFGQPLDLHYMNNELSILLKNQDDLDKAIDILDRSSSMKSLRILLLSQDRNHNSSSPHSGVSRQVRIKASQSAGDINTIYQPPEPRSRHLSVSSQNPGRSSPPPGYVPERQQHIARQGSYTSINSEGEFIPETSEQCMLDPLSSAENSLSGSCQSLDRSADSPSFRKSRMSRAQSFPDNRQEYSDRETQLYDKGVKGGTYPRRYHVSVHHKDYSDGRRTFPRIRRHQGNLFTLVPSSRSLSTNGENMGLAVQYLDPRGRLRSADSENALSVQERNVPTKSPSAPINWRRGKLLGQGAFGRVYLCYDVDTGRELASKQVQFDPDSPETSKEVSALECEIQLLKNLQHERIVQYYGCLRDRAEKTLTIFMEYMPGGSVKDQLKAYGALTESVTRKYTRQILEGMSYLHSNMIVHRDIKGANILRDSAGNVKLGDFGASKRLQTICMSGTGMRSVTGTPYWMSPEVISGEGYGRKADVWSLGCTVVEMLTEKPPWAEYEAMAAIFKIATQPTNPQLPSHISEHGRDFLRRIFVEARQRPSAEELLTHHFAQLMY
OXTR ag: agonists of human oxytocin receptor | AID 2435 | CHO-OTR cells, Fluo-8 calcium fluorescence; normalized: DMSO 0%, oxytocin 100% | actives 0.32% (n = 320,000) | activation, % at 3 µM;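 active = activation above the mean of all tested compounds plus 3 SD, cutoff set per screening run, cut at about 20% in these data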;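 note: peak over basal fluorescence ratio from a 100 s FLIPR kinetic read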
Numbers without * were called inactive; · = not tested or not shown.

Every second line gives: V1R ag counter | MEKK2 mut-MEK5 | PHOSPHO1 block | NALP1 yeast inh | GPR7 antag | MEKK2 WT-MEK5 | GalR3 antag | MEKK3 PB1 HTS | OXTR ag
C=CCNC(=O)c1c2c(nc3ccccc13)-c1ccccc1CC2
  -1.0 | -4 | 54 | 18 | -4 | 100 | -3 | 102 | -2.2
Cc1ccc(C)c(S(=O)(=O)N2CCN(CC(=O)Nc3cc(C)on3)CC2)c1
  0.5 | 1 | 0 | 7 | -10 | 101 | -3 | 98 | -0.9
CC(C)n1c(N2CCN(C(=O)N3CCCCC3)CC2)nc2ccccc21
  -0.3 | 1 | -3 | 12 | -1 | 104 | 3 | 99 | -1.6
CC(C)c1nnc(SCC(=O)NCc2ccc3c(c2)OCO3)n1C
  0.2 | 0 | 6 | 5 | -10 | 106 | -3 | 112 | 0.2
CCOC(=O)c1nc2sc(C)c(C)c2c(=O)[nH]1
  -0.4 | 1 | 44 | 3 | -10 | 103 | -3 | 104 | 0.9
COc1cccc(CNC(=O)[C@H](CC(C)C)NC(=O)N2CCn3c2nc2ccccc23)c1
  2.9 | 0 | 38 | 9 | -9 | 99 | 5 | 104 | 0.9
COC(=O)c1cccc(C23CC4(C2)[C@H](CN(Cc2ccc(-c5ccccc5)cc2)[C@@H]4c2ccccc2)C3c2ccc(Cl)nc2)c1 (some centres not stated)
  0.2 | 4 | -18 | · | · | 107 | -4 | 107 | 0.7
COc1ccc(NC(=S)N(CCc2c(C)[nH]c3ccccc23)Cc2cccnc2)cc1
  -0.3 | -2 | -9 | 18 | -7 | 103 | -2 | 108 | 0.5
CCCOc1ccc(C2=CSC3=NCCN23)cc1
  -0.2 | 8 | 50 | -3 | -8 | 110 | -8 | 99 | 0.8
CC(=O)Nc1ccc(NS(=O)(=O)c2ccc(Cl)s2)cc1
  4.3 | -1 | 8 | 6 | -1 | 101 | -9 | 101 | 2.5
COCCN1C=C2C(=O)C(C)(OC(=O)CCC(=O)OC)C(=O)C=C2C=C1C1CC1 (configuration not stated)
  1.1 | -3 | 26 | -14 | · | 107 | · | 74 | 0.5
Cc1c(/C=N/O)sc2ccccc12
  -0.3 | -4 | 43 | · | -7 | 97 | 0 | 99 | -1.2
Cc1ccc(NC(=O)c2cc(-c3ccccc3)nn2-c2ccccc2)c(Br)c1
  -0.2 | -2 | -4 | 38 | 4 | 104 | -5 | 101 | -0.7
C=C(C)Cn1c(=O)c2c(nc3n2CCCN3CCc2ccccc2)n(C)c1=O
  0.8 | -5 | 35 | -3 | -11 | 94 | 0 | 99 | -1.6
CCn1nc(C)c(CN2CCCC(CO)(Cc3ccccc3)C2)c1C (configuration not stated)
  0.1 | 6 | 35 | -1 | -12 | 104 | -4 | 104 | 9.2

(more compounds)
Every second line gives: V1R ag counter | MEKK2 mut-MEK5 | PHOSPHO1 block | NALP1 yeast inh | GPR7 antag | MEKK2 WT-MEK5 | GalR3 antag | MEKK3 PB1 HTS | OXTR ag
Cc1ccc(-c2cc(C(=O)Nc3cc(C)on3)c3ccccc3n2)cc1
  -0.2 | -2 | -3 | 20 | 0 | 90 | -3 | 102 | -0.7
Cc1ccccc1NC(=O)c1ccccc1NS(=O)(=O)c1cccc2cccnc12
  -0.1 | -1 | 8 | 6 | -5 | 98 | -4 | 97 | -1.3
Cn1c(=O)c2c(O)cc(=O)n(-c3ccccc3)c2n(C)c1=O
  0.3 | · | 29 | 4 | -4 | · | -1 | · | -1.4
CCOC(=O)Cc1csc(NC(=O)CSc2nc(N)c3c(C)c(C)sc3n2)n1
  6.1 | 2 | 26 | 21 | 3 | 105 | -1 | 108 | 4.4
COc1ccc(Cl)cc1NC(=O)C/C(C)=N/NC(=O)COc1ccc(C)cc1
  -0.3 | 3 | 40 | -3 | -16 | 103 | -6 | 102 | -0.8
CCOC(=O)c1cn[nH]c1C(F)(F)F
  1.5 | 4 | 25 | 0 | -5 | 102 | -6 | 99 | 1.0
O=C1c2nc3cc(-c4ccccc4)[nH]n3c(=O)c2CN1Cc1ccccc1
  -0.5 | 0 | 22 | · | -1 | 107 | · | 105 | 0.3
Cc1cccc(CCN(CC(=O)NC(C)(C)C)C(=O)c2csnn2)c1
  -0.5 | -6 | -1 | -22 | -11 | 103 | -1 | 107 | 0.2
CC(Oc1ccccc1)C(=O)Nc1ccc(S(=O)(=O)N2CCCC2)cc1 (configuration not stated)
  5.1 | 6 | 32 | 2 | 4 | 100 | -4 | 99 | 3.1
Cc1nc(N2CCN(Cc3ccccc3)CC2)nc2c1C(=O)CCC2
  6.3 | · | 29 | 32 | 10 | · | 1 | · | 3.5
O=C(c1ccccc1)c1nn(-c2cccc(Cl)c2)c2nc(-c3ccccc3)cc(=O)n12
  0.7 | · | 26 | 8 | 0 | · | -1 | · | 0.8
Cc1cc(NCCCn2ccnc2)n2nc(-c3ccc(F)cc3)cc2n1
  3.1 | 7 | 22 | 20 | -14 | 114 | -1 | 107 | 0.2
CC(C)(C)c1ccc(C(=O)Nc2ccccc2NC(=O)c2ccco2)cc1
  -1.1 | 17 | 8 | -10 | -7 | 105 | -4 | 98 | -1.6
O=[N+]([O-])c1ccc(C2CCCC/C2=N/OCc2ccccc2F)c([N+](=O)[O-])c1 (configuration not stated)
  0.8 | 14 | -14 | 0 | 5 | 106 | -4 | 112 | 5.2
CCOC(=O)c1cccc(NC(=O)CSc2nc3ccccc3c(=O)n2CCOC)c1
  -1.0 | -6 | 1 | 2 | -1 | 96 | -4 | 99 | -1.3

New compounds follow:
Every second line gives: V1R ag counter | MEKK2 mut-MEK5 | PHOSPHO1 block | NALP1 yeast inh | GPR7 antag | MEKK2 WT-MEK5 | GalR3 antag | MEKK3 PB1 HTS | OXTR ag
COc1ccc(C(=O)O/N=C(/C)c2cccs2)cc1
  0.1 | 2 | 28 | 6 | 19 | 99 | 3 | 103 | -1.9
CCCc1[nH]nc2c1C(c1ccc(OC(=O)c3ccco3)cc1)C(C#N)=C(N)O2 (configuration not stated)
  0.0 | -2 | 5 | -6 | -8 | 95 | -6 | 101 | -0.4
COc1cc2c(cc1OC)C(C(=O)N1CCCC1)C(c1ccccc1F)N(C)C2=O (configuration not stated)
  -0.1 | -3 | 28 | 32 | 4 | 104 | -8 | 100 | -0.4
Cc1ccc(NC(=O)N2CCC(NC(=O)c3ccccc3C)CC2)cc1
  1.5 | -1 | -8 | 0 | -9 | 103 | -4 | 101 | -0.2
Cc1c(CC(=O)NCC(=O)NCC(=O)O)c(=O)oc2c(C)c3oc4c(c3cc12)CCCC4
  · | 11 | 9 | -13 | 2 | 111 | -11 | 111 | ·
O=S(=O)(c1ccc(Cl)c(C(F)(F)F)c1)N1CCN(CC(O)COc2ccccc2F)CC1 (configuration not stated)
  6.1 | -1 | 17 | 8 | -5 | 98 | -10 | 103 | 3.1
Cc1cccc(C(=O)NNC(=O)c2ccc(O)cc2)c1
  1.5 | 0 | 18 | 13 | -15 | 98 | -2 | 98 | 0.9
O=C(CCC(=O)c1ccccc1)NCCc1c[nH]c2ccccc12
  0.9 | -1 | -13 | 33 | -1 | 98 | 1 | 96 | 3.4
CCNc1ccc(C(=O)Nc2ccc3nc(C)sc3c2)cc1[N+](=O)[O-]
  0.1 | 0 | -7 | 26 | -4 | 98 | 3 | 80 | -1.5
CCOc1ccc(S(=O)(=O)N2CCCC(C(=O)NCc3cccnc3)C2)cc1C (configuration not stated)
  4.3 | 1 | 26 | 2 | -9 | 96 | -8 | 100 | 2.5
O=c1cc(CO)oc(CN2CCN(c3ccccc3)CC2)c1O
  0.7 | -1 | 10 | 15 | -3 | 95 | -1 | 92 | -0.7
CCCN(CCC)CCCNC(=O)c1ccc2c(c1)N(CC)C(=O)c1ccccc1S2=O (configuration not stated)
  0.3 | 1 | 46 | 18 | -11 | 104 | -5 | 99 | 1.2
CCOC(=O)C1CCCN(S(=O)(=O)c2c(C)c(C)cc(C)c2C)C1 (configuration not stated)
  -1.6 | 2 | 25 | 39 | -4 | 102 | -1 | 96 | -2.3
Cc1noc(C)c1S(=O)(=O)N1CCC(Cc2ccccc2)CC1
  0.0 | -1 | 6 | 23 | -4 | 93 | -7 | 99 | -1.8
COc1cc(/C=N/Nc2nc3c(c(=O)n(C)c(=O)n3C)n2Cc2ccccc2)ccc1OC(=O)c1ccco1
  -0.1 | -5 | 4 | 15 | 1 | 103 | 0 | 99 | -2.1

Some of these compounds in order of SMILES length, highest first:
Every second line gives: V1R ag counter | MEKK2 mut-MEK5 | PHOSPHO1 block | NALP1 yeast inh | GPR7 antag | MEKK2 WT-MEK5 | GalR3 antag | MEKK3 PB1 HTS | OXTR ag
COc1cc(/C=N/Nc2nc3c(c(=O)n(C)c(=O)n3C)n2Cc2ccccc2)ccc1OC(=O)c1ccco1
  -0.1 | -5 | 4 | 15 | 1 | 103 | 0 | 99 | -2.1
Cc1c(CC(=O)NCC(=O)NCC(=O)O)c(=O)oc2c(C)c3oc4c(c3cc12)CCCC4
  · | 11 | 9 | -13 | 2 | 111 | -11 | 111 | ·
O=S(=O)(c1ccc(Cl)c(C(F)(F)F)c1)N1CCN(CC(O)COc2ccccc2F)CC1 (configuration not stated)
  6.1 | -1 | 17 | 8 | -5 | 98 | -10 | 103 | 3.1
CCCc1[nH]nc2c1C(c1ccc(OC(=O)c3ccco3)cc1)C(C#N)=C(N)O2 (configuration not stated)
  0.0 | -2 | 5 | -6 | -8 | 95 | -6 | 101 | -0.4
CCCN(CCC)CCCNC(=O)c1ccc2c(c1)N(CC)C(=O)c1ccccc1S2=O (configuration not stated)
  0.3 | 1 | 46 | 18 | -11 | 104 | -5 | 99 | 1.2
CCOc1ccc(S(=O)(=O)N2CCCC(C(=O)NCc3cccnc3)C2)cc1C (configuration not stated)
  4.3 | 1 | 26 | 2 | -9 | 96 | -8 | 100 | 2.5
CCNc1ccc(C(=O)Nc2ccc3nc(C)sc3c2)cc1[N+](=O)[O-]
  0.1 | 0 | -7 | 26 | -4 | 98 | 3 | 80 | -1.5
CCOC(=O)C1CCCN(S(=O)(=O)c2c(C)c(C)cc(C)c2C)C1 (configuration not stated)
  -1.6 | 2 | 25 | 39 | -4 | 102 | -1 | 96 | -2.3
Cc1ccc(NC(=O)N2CCC(NC(=O)c3ccccc3C)CC2)cc1
  1.5 | -1 | -8 | 0 | -9 | 103 | -4 | 101 | -0.2
Cc1noc(C)c1S(=O)(=O)N1CCC(Cc2ccccc2)CC1
  0.0 | -1 | 6 | 23 | -4 | 93 | -7 | 99 | -1.8
O=c1cc(CO)oc(CN2CCN(c3ccccc3)CC2)c1O
  0.7 | -1 | 10 | 15 | -3 | 95 | -1 | 92 | -0.7
COc1ccc(C(=O)O/N=C(/C)c2cccs2)cc1
  0.1 | 2 | 28 | 6 | 19 | 99 | 3 | 103 | -1.9

(listing goes on)
Every second line gives: V1R ag counter | MEKK2 mut-MEK5 | PHOSPHO1 block | NALP1 yeast inh | GPR7 antag | MEKK2 WT-MEK5 | GalR3 antag | MEKK3 PB1 HTS | OXTR ag
COc1ccc(/C=C/C(=O)N(c2ccccn2)C2CCCCC2)cc1OC
  -1.5 | 2 | 28 | 10 | -10 | 106 | -2 | 112 | -1.3
O=C(Nc1ccc(Cl)cc1)c1ccco1
  1.3 | 15 | 19 | -2 | -10 | 106 | -3 | 104 | -0.3
COc1ccc(C)cc1S(=O)(=O)N(CC(=O)N1CCCC1)c1ccccc1
  -0.8 | -1 | -1 | 1 | -16 | 100 | -8 | 99 | -0.8
COc1ccc2[nH]c3c(NCCCOC(C)C)ncnc3c2c1
  1.3 | 8 | · | 10 | 15 | 110 | -3 | 109 | 0.0
S=C(NCc1ccccc1)NC1CCSc2ccccc21 (configuration not stated)
  1.1 | -2 | 15 | 27* | -1 | 98 | -1 | 101 | -1.0
COc1cccc(NC(=O)c2ccc(-c3ccc([N+](=O)[O-])cc3)o2)c1
  -1.0 | -18 | 12 | -14 | 3 | 74 | -1 | 94 | -1.8

High-throughput results deposited in PubChem BioAssay by several laboratories.
